Compound activity as filed in PubChem.
NCI-60 one-dose screen, 48 h, at 10 µM unless noted. Numbers give growth in % (100 = growth as untreated, 0 = no growth, -100 = all killed).
NCI-H322M – NCI-H322M lung cancer; 80,000 tested, 2.7% active; AID 1794733
HT29 – HT29 colon cancer; 81,000 tested, 7.4% active
NCI-H522 – NCI-H522 lung cancer; 78,000 tested, 8% active
NCI-H226 – NCI-H226 lung cancer. 79,000 tested, 3.5% active. AID 1794732
HCT-15 – HCT-15 colon cancer | 82,000 tested, 5.2% active
NCI-H460 – NCI-H460 lung cancer; 82,000 tested, 6.8% active; AID 1794736
SW-620 – SW-620 colon cancer; 82,000 tested, 5.2% active
NCI-H23 – NCI-H23 lung cancer. AID 1794731. 80,000 tested, 4% active
COLO 205 – COLO 205 colon cancer | 79,000 tested, 7.3% active
Starred values were filed as active, the others as inactive; . = no result given; [ ] = remark or other dose. The calls were made as follows: active = growth percent below 10; inactive = the rest.

SMILES	NCI-H322M	HT29	NCI-H522	NCI-H226	HCT-15	NCI-H460	SW-620	NCI-H23	COLO 205
Cc1c(C)c(C(=O)O)c(C)c(C)c1C(=O)O	109.0	105.3	102.2	112.5	108.8	108.2	113.0	94.0	97.9
Clc1ccc(NC2=NCCN=C(Nc3ccc(Cl)c(Cl)c3)SS2)cc1Cl	65.9	79.6	66.5	95.3	83.5	87.9	100.6	87.2	62.6
COc1cc2c(cc1OC)C1(NCC2)C(=O)N(Cc2ccc(C)cc2)c2ccccc21 (stereo unspecified)	93.5	98.2	83.9	79.8	95.9	89.2	92.5	85.9	118.6
NS(=O)(=O)Oc1ccc2c(C(=O)c3ccc(OCCN4CCCCC4)cc3)c(-c3ccc(O)cc3)sc2c1	102.2	102.4	98.2	99.7	94.7	102.4	98.0	97.9	109.9
O=C(Nc1ccc(-n2ccc3c(NC(=O)c4ccccc4)nccc32)cc1)c1ccc(N2CCOCC2)c(C(F)(F)F)c1	48.6	2.4*	29.9	43.1	20.0	3.5*	30.5	37.4	16.6
COc1ccc(OC)c(C(O)CNC(=O)CN)c1 (stereo unspecified)	108.1	91.5	94.8	100.5	102.2	107.8	100.1	86.4	103.9
CCOC(=O)C(C(=O)OCC)[N+](=O)[O-]	107.8	102.4	84.0	104.4	107.7	105.3	111.1	99.1	101.1
COc1cc(-c2nc3ccccc3[nH]2)ccc1OCC(=O)NN	88.3	103.0	86.2	94.3	93.6	105.2	96.7	89.0	103.1
CC(=O)O[C@H]1CC[C@H]2[C@@H]3CC[C@H]4OC(=O)C=C[C@@H]4[C@H]3CC[C@]12C	105.8	103.7	81.2	113.4	92.9	104.0	104.9	100.7	122.3
COc1cccc(-c2nn(-c3ccccc3)cc2-c2ccnc(NCCCN)c2)c1	78.5	86.2	83.4	78.7	56.7	27.9	43.5	60.0	26.1
O=CNc1ccccc1-c1ccccc1	91.2	114.6	93.1	90.7	99.4	105.4	108.5	100.7	109.3
COc1ccc(-c2nnc(Nc3ccc(F)cc3)o2)cc1	105.0	68.6	60.4	82.6	89.4	102.3	92.2	77.9	83.2
Cc1nn(-c2nc(-c3ccccc3)c(C#N)c(=O)n2C)c(C)c1N=Nc1ccc(S(N)(=O)=O)cc1	105.7	98.3	58.4	100.3	99.4	104.1	90.5	86.4	118.8
O=C(Oc1ccc(CCl)cc1)c1ccccc1	-91.4*	-58.4*	-65.7*	-97.8*	-87.4*	-47.5*	-49.0*	-72.6*	-72.9*
Oc1[nH]c2ccccc2c1/C=c1/ccc2c(c1)N=C(c1cc(F)cc(F)c1)N=2	83.1	57.6	59.7	85.4	31.5	56.9	36.4	64.3	96.0
CCCCCCCCCCCCCCCCCCNC(=S)NC=C(C(N)=O)C(N)=O	99.3	96.4	68.4	95.6	101.0	102.2	93.7	90.7	108.7
C=CC[N+](C)(C)CCn1c2ccccc2c2nc3cc(C)c(C)cc3nc21	102.0	104.5	51.5	92.5	106.3	104.3	94.6	70.5	88.6
Cc1ccc2[nH]c(=S)cc(S)c2c1	96.6	105.9	83.7	77.8	83.6	95.4	91.7	85.0	93.8
N#C/C(=C\NC(=S)Nc1ccc(S(=O)(=O)Nc2nccs2)cc1)C(=O)c1ccc2ccccc2c1	106.2	105.6	72.8	81.3	110.4	103.1	106.3	89.0	94.0
C#CCCCCCCC[C@@H]1OC(=O)[C@H]([C@@H](C)CC)NC(=O)[C@@H]([C@@H](C)CC)NC(=O)CC(=O)[C@@H]1C	96.9	121.6	90.7	86.1	97.3	102.0	100.7	99.2	118.9
Nc1ccc(N=Nc2cccc(S(=O)(=O)O)c2)c2ccccc12	88.3	100.6	94.5	89.8	101.0	.	98.8	84.6	93.2
COc1cc(C)c(C(O)(c2ccccc2)c2ccccc2)cc1C(C)C	101.7	107.9	98.0	102.7	102.9	104.6	103.0	96.3	111.6
CC(=O)c1ccc(NC(=O)CSc2nc3ccc([N+](=O)[O-])cc3[nH]2)cc1	100.6	119.4	84.4	99.3	100.8	104.8	103.2	94.9	106.5
CSc1ccc2c(c1)N(C(=O)/C(C#N)=C/c1ccc(C(F)(F)F)cc1)c1ccccc1S2	92.2	99.8	87.0	91.9	91.7	92.6	94.7	87.4	106.6
O=C(Nc1cccc(-n2ccc3c(NC(=O)c4ccccc4)nccc32)c1)c1cccc(C(F)(F)F)c1	34.2	-13.2*	-45.2*	35.6	9.8*	3.0*	20.2	20.8	-44.5*

Next section
SMILES	NCI-H322M	HT29	NCI-H522	NCI-H226	HCT-15	NCI-H460	SW-620	NCI-H23	COLO 205
CC(=O)N1CC(Nc2ccc(OC(F)(F)F)cc2)=CC1=O	43.3	7.8*	29.3	67.5	30.8	20.6	27.8	56.8	4.8*
O=C1/C(=C/c2ccccc2F)Cc2ccccc21	85.9	73.1	60.2	82.7	85.0	101.9	95.7	84.8	95.2
COc1ccc(-c2cc(-c3cc(OC)c(OC)c(OC)c3)nc(SCC(=O)Nc3ccc(Cl)cc3)n2)cc1OC	85.8	.	79.2	107.4	82.5	97.2	102.3	101.5	90.3
CC(=O)O[C@H]1[C@H](O[C@H]2[C@@H](O)C[C@@]3(C)[C@@H](CC[C@]4(C)[C@@H]3CC=C3[C@@H]5CC(C)(C)CC[C@]5(C(=O)O[C@H]5OC[C@@H](O)[C@H](O[C@@H]6O[C@@H](C)[C@H](O[C@@H]7OC[C@@H](O)[C@H](O)[C@H]7O[C@@H]7O[C@@H](C)[C@H](O)[C@@H](O[C@@H]8OC[C@](O)(CO)[C@H]8O)[C@H]7O)[C@@H](O)[C@H]6O)[C@H]5O)[C@H](O)C[C@]34C)[C@]2(C)C(=O)O)O[C@H](CO)[C@@H](O[C@@H]2O[C@H](CO)[C@@H](O)[C@H](O)[C@H]2O)[C@@H]1O	97.4	92.2	78.8	124.2	110.5	102.0	106.1	99.8	97.3
COc1ccccc1-c1cnc2c(Oc3ccc4c(C)cc(=O)oc4c3)nc(Br)cn12	81.9	93.9	63.1	72.5	98.1	100.9	112.4	74.6	105.5
COc1cccc(/C=C2\Oc3cc(OC)ccc3C2=O)c1	103.1	103.7	99.5	102.7	99.8	107.8	106.2	109.6	119.1
CN(C)S(=O)(=O)c1c([N+](=O)[O-])ncn1C	.	101.9	81.8	99.0	96.2	103.2	100.4	95.9	101.4
FC(F)(F)c1ccc(-c2nnc(Nc3ccccc3)s2)cc1	110.0	93.1	89.0	107.4	91.9	102.2	101.7	98.7	113.5
O=C(/C=C/c1c(-c2ccc(F)cc2)nc2sccn12)c1cccs1	107.9	67.6	91.8	112.3	64.8	103.5	78.6	89.5	95.9
CC(C)OP(=O)(CCC(=O)c1c[nH]c2ccccc12)OC(C)C	102.9	97.2	86.9	94.0	103.7	114.5	105.1	96.8	102.9
Clc1ccc(-c2cnc3c(-c4ccnc(N5CCNCC5)c4)cnn3c2)cc1	23.2	-7.8*	-53.8*	114.6	-22.9*	-39.8*	-50.4*	-12.3*	-57.7*
CC1(C)OC2OC3C(CN)OC(c4ccccc4)OC3C2O1 (stereo unspecified)	125.1	105.6	99.0	106.7	125.1	124.2	122.4	99.5	102.5
COC(=O)c1c2c(c(C)[n+]([O-])c1C)C(=O)C(NCc1cccc(OC)c1)=CC2=O	22.6	11.4	10.8	83.2	11.9	14.6	7.8*	25.4	-63.4*
CS(=O)(=O)c1ccc(-c2nc3ccccn3c2/C=N/NC(N)=O)cc1	102.3	100.4	92.9	92.4	98.8	108.3	101.4	.	108.7
CCCCCCCCCCCCCCCCCCOC(C)=O	107.3	99.2	94.2	110.9	101.2	110.3	106.3	93.1	108.3
O=C(Nc1cc(Cl)ccc1Cl)N1CCN(C(=O)Nc2cc(Cl)ccc2Cl)CC1	116.0	104.9	.	116.0	97.0	105.1	105.6	102.2	95.5
CCOC(=O)c1nn(-c2ccc(Cl)cc2)c(=N/N=C/c2c(O)cc3oc(C)cc(=O)c3c2OC)s1	83.9	97.9	91.1	82.4	64.5	89.7	91.4	91.5	111.9
COc1sc(/C=N/NC(=O)c2[nH]c3ccc(Br)cc3c2-c2ccccc2)cc1Br	31.4	-26.9*	-35.8*	14.7	7.8*	-7.7*	6.8*	-14.1*	0.2*
COc1cccc(C(=O)N(c2ccc(F)cc2F)C(C(=O)NC(C)(C)C)c2cc3c(C)cc(C)cc3nc2Cl)c1 (stereo unspecified)	85.6	61.7	52.5	55.1	79.6	76.7	87.5	66.9	82.4
CC[N+](C)(CC)Cc1cc(Nc2ccnc3cc(Cl)ccc23)ccc1O	79.1	73.3	114.8	100.7	93.9	84.0	74.0	96.1	61.3
COc1ccc(Cl)cc1-n1nnc(-c2nc3ccccc3[nH]2)c1N	75.0	47.2	68.6	60.0	94.1	27.7	75.6	92.8	98.1
COc1ccc(S(=O)(=O)N2CCN(C)CC2)cc1NC(=O)c1[nH]c(C)c2c1CCCCC2=O	59.9	28.9	50.1	61.7	62.4	73.3	70.7	66.9	33.1
COc1ccc2c(c1)O/C(=C\c1ccc(O)c(O)c1)C2=O	89.5	.	.	98.0	76.0	94.1	95.2	104.2	119.9
O=C(O)CCC(=O)Nc1ccc(C(=O)O)c(O)c1	125.0	81.9	94.4	100.7	106.3	108.2	111.3	99.8	99.0
Cc1ccc(C(C)(N=[N+]=[N-])c2ccccc2)cc1C (stereo unspecified)	103.2	106.3	87.8	107.8	104.1	100.1	101.2	99.2	110.6

Rewritten with values under each structure: entries from further up
Values run as follows: NCI-H322M	HT29	NCI-H522	NCI-H226	HCT-15	NCI-H460	SW-620	NCI-H23	COLO 205
CC(=O)N1CC(Nc2ccc(OC(F)(F)F)cc2)=CC1=O
→ 43.3	7.8*	29.3	67.5	30.8	20.6	27.8	56.8	4.8*
O=C1/C(=C/c2ccccc2F)Cc2ccccc21
→ 85.9	73.1	60.2	82.7	85.0	101.9	95.7	84.8	95.2
COc1ccc(-c2cc(-c3cc(OC)c(OC)c(OC)c3)nc(SCC(=O)Nc3ccc(Cl)cc3)n2)cc1OC
→ 85.8	.	79.2	107.4	82.5	97.2	102.3	101.5	90.3
CC(=O)O[C@H]1[C@H](O[C@H]2[C@@H](O)C[C@@]3(C)[C@@H](CC[C@]4(C)[C@@H]3CC=C3[C@@H]5CC(C)(C)CC[C@]5(C(=O)O[C@H]5OC[C@@H](O)[C@H](O[C@@H]6O[C@@H](C)[C@H](O[C@@H]7OC[C@@H](O)[C@H](O)[C@H]7O[C@@H]7O[C@@H](C)[C@H](O)[C@@H](O[C@@H]8OC[C@](O)(CO)[C@H]8O)[C@H]7O)[C@@H](O)[C@H]6O)[C@H]5O)[C@H](O)C[C@]34C)[C@]2(C)C(=O)O)O[C@H](CO)[C@@H](O[C@@H]2O[C@H](CO)[C@@H](O)[C@H](O)[C@H]2O)[C@@H]1O
→ 97.4	92.2	78.8	124.2	110.5	102.0	106.1	99.8	97.3
COc1ccccc1-c1cnc2c(Oc3ccc4c(C)cc(=O)oc4c3)nc(Br)cn12
→ 81.9	93.9	63.1	72.5	98.1	100.9	112.4	74.6	105.5
COc1cccc(/C=C2\Oc3cc(OC)ccc3C2=O)c1
→ 103.1	103.7	99.5	102.7	99.8	107.8	106.2	109.6	119.1
CN(C)S(=O)(=O)c1c([N+](=O)[O-])ncn1C
→ .	101.9	81.8	99.0	96.2	103.2	100.4	95.9	101.4
FC(F)(F)c1ccc(-c2nnc(Nc3ccccc3)s2)cc1
→ 110.0	93.1	89.0	107.4	91.9	102.2	101.7	98.7	113.5

Next part:
SMILES	NCI-H322M	HT29	NCI-H522	NCI-H226	HCT-15	NCI-H460	SW-620	NCI-H23	COLO 205
CCN(CC)C(=O)C(c1ccccc1)c1ccccc1	100.8	106.6	84.8	91.2	93.3	105.8	94.4	89.9	108.3
COc1cc(C2CC(c3cccs3)=NN2C(C)=O)cc(OC)c1OC (stereo unspecified)	85.9	91.2	40.6	84.9	81.5	101.4	94.0	80.1	108.2
COc1cc(/C=N/NC(=O)Cn2nnc3ccccc32)ccc1O	73.9	98.5	95.0	97.5	87.9	92.3	89.5	93.4	108.2
O=C(Nc1ccc(Nc2ncnc3[nH]ccc23)cc1)c1ccccc1	107.6[1 µM]	104.1[1 µM]	86.2[1 µM]	98.5[1 µM]	106.8[1 µM]	106.5[1 µM]	92.7[1 µM]	103.6[1 µM]	115.1[1 µM]
O=C1/C(=C/c2ccc(SC(F)(F)F)cc2)Cc2cc3c(cc21)OCO3	109.1	108.0	94.6	104.2	103.5	106.3	104.1	103.0	117.2
COc1cc(-c2nc(-c3nnc(-c4ccc(C)cc4)o3)c3ccccn23)cc(OC)c1OC	79.0	82.9	62.7	75.0	78.7	85.7	93.3	81.2	97.6
O=C(CBr)c1cc(-c2ccc(Cl)cc2)nc2cc(Cl)ccc12	78.5	71.4	44.4	90.8	44.1	95.7	73.5	79.8	.
CN1NC(=O)CC1c1ccccc1 (stereo unspecified)	98.2	105.2	.	96.6	105.1	107.0	95.3	94.4	106.3
CC1=NN(c2nc3ccccc3nc2Cl)C(=O)C1	106.0	112.9	96.2	99.9	103.8	105.0	98.7	99.3	108.4
Cc1nn(-c2ccccc2)c2nc3c(c(-c4ccc(Cl)cc4)c12)CNC1(N3)C(=O)N(Cc2ccccc2)c2ccccc21 (stereo unspecified)	87.3	95.7	92.4	81.9	97.7	90.9	92.8	97.1	85.6
CC(=O)/C=C\C1CC2C=CC1C2 (stereo unspecified)	101.6	103.2	96.5	93.2	101.1	105.5	100.5	99.4	109.8
COC(=O)[C@@]1(O)C=Cc2nc3ccccc3c(=O)n21	95.9	112.2	91.2	98.3	97.5	108.7	101.0	101.7	140.7
C=C1C(=O)O[C@H]2[C@H]1CC/C(COC(=O)NCc1ccc(Cn3c(=O)sn(CCCCC)c3=O)cc1)=C\CC[C@@]1(C)O[C@@H]21	93.4	-33.4*	-68.6*	75.4	16.8	92.6	-61.1*	78.6	-20.8*
CN(C)NC(=O)CC(N)C(=O)O (stereo unspecified)	93.1	102.5	95.0	103.3	99.3	105.6	101.5	100.2	120.2
Nc1nnc(-c2cccnc2SCc2ccccc2)s1	.	102.1	83.4	69.8	106.4	99.6	98.9	91.0	.

No enrichment for hits, and some 12% of all compounds hit somewhere here.
